Screening data deposited in PubChem BioAssay by National Center for Advancing Translational Sciences (NCATS).
Nrf2 activator: qHTS of Nrf2 Activators; AREc32 ARE-luciferase reporter (MCF7-derived line), luminescence, 24 h; 410,000 tested, 0.31% active; Potency, µM (highest dose often 46.1 µM), for the others: top-dose activation, actives largely listed as activators; note: potency is the fitted concentration of half-maximal effect; % of control where 0% means no effect; nearly all actives have a fitted effect of over 65% in size
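Quantitative high-throughput format: AREc32 reporter cells, 1000 per well, received compound by pin transfer and were incubated 24 hr at 37 deg C, 5% CO2, before Steady-Glo luminescence detection.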
Nrf2 inh: Nrf2 qHTS screen for inhibitors; 360,000 tested, 2.1% active; Potency, µM (highest dose often 46 µM), without a hit: at the highest dose activity change, negative = inhibition, actives largely listed as inhibitors; A549 ARE-Fluc reporter, luciferase luminescence, 18-24 h; note: potency is the fitted concentration of half-maximal effect; % is set by controls: 0 for no effect and ±100 for the full control effect; nearly all actives have a fitted effect of over 60% in size
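Cells were seeded and rested 2 h, then exposed to compounds for 18-24 h. CellTiter-Fluor was read first as a viability measure. BugLite was added 15 min before the final luminescent read of ARE-luciferase activity in A549 cells.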
Mm-Cpn inhibitor: Inhibitors of TCP-1 ring complex (TRiC) of Methanococcus maripaludis (MmCpn): qHTS | Chaperonin Mm-Cpn (Methanococcus maripaludis) | purified Mm-Cpn ATPase, ADP Transcreener TR-FRET | Potency, µM (highest dose often 76.9 µM), without a hit: top-dose activity, negative = inhibition, hits mostly inhibitors | 330,000 tested, 0.031% active | AID 504842, 2011; note: potency is the fitted concentration of half-maximal effect; % is set by controls: 0 for no effect and ±100 for the full control effect; nearly all actives have a fitted effect of over 80% in size
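Inhibition of chaperonin ATP hydrolysis is measured as reduced ADP production, detected by competitive TR-FRET in which signal falls with ADP. Final enzyme 25 nM and ATP 10 uM, reacted 30 min at 37°C.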
CCT chaperon mod: High-Throughput Screening for Modulators of Cytosolic Chaperonin Activity; 360,000 tested, 0.3% active; activity change, % (no concentration beside the values), hits read low; purified chaperonin ATPase assay, HTRF ADP detection, 30 min; in the data active = activity change below about -30%; note: % is set by controls: 0 for no effect and ±100 for the full control effect
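Nucleotide hydrolysis assay: TRiC at 20–40 nM final (set by batch activity) with 10 uM ATP, 30 min at 37 °C, in presence of 76 uM compound. Detection by competitive ADP HTRF, 30 min ambient.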
EPAC2 antag: qHTS for Antagonist of cAMP-regulated guanine nucleotide exchange factor 2 (EPAC2): primary screen; Rap guanine nucleotide exchange factor 4 (Homo sapiens), Q8WZA2; EPAC2 GEF exchange of Rap1B-BODIPY-GDP, fluorescence; Potency, µM (titrated, usually from 114 µM), for inactives: at the highest dose activity, negative = inhibition, actives largely listed as inhibitors; 360,000 tested, 0.18% active; AID 720708, 2013; note: potency is the fitted concentration of half-maximal effect; % is set by controls: 0 for no effect and ±100 for the full control effect; nearly all actives have a fitted effect of over 45% in size; many of its hits are not listed in these tables
Target sequence (Q8WZA2 whole entry, looked up): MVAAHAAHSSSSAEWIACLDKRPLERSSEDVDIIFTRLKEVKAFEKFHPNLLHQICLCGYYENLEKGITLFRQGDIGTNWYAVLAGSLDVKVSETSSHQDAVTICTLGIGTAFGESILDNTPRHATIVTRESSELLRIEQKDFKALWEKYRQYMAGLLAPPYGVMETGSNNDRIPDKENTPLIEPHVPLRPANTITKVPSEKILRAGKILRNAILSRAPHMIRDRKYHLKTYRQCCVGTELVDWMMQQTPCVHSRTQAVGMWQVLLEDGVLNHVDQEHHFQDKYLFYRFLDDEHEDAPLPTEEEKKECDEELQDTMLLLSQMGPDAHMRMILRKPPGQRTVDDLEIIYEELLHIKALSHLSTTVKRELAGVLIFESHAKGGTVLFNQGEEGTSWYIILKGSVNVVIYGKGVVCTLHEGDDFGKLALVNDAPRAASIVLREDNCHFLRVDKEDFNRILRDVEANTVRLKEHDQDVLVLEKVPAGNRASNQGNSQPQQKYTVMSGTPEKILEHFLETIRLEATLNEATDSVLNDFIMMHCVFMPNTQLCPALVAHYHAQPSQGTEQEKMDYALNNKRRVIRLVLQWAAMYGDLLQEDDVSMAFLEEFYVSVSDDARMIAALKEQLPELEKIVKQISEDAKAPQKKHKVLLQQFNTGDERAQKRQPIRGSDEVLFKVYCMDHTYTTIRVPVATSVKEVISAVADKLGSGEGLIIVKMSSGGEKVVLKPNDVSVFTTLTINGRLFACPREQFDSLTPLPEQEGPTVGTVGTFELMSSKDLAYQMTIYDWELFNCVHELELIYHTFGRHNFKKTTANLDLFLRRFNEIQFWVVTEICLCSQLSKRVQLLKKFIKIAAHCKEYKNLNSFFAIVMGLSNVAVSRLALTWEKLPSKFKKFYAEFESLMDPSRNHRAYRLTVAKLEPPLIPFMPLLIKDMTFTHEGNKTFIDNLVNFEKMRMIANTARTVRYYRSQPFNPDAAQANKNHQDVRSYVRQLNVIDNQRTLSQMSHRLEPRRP
TGFb SMAD3 inh: qHTS for Inhibitors of TGF-b; 410,000 tested, 1.2% active; Potency, µM (top dose mostly 46.1 µM), inactives show top-dose activity, negative = inhibition, hits mostly inhibitors; HepG2 CAGA-GFP TGF-b/SMAD3 reporter, GFP fluorescence, 18 h; TGF-beta stimulated, 500 pg/mL final; note: potency is the fitted concentration of half-maximal effect; % is set by controls: 0 for no effect and ±100 for the full control effect; nearly all actives have a fitted effect of over 65% in size
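HEPG2 CAGA-GFP reporter cells (1000/well, DMEM with 1% FBS) received compounds, then recombinant TGF-beta at 500 pg/mL final for 18 hours at 37 degrees C. Per-cell GFP summed per well was normalised to unstimulated and stimulated DMSO controls before curve fitting.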
A549 viability: Nrf2 qHTS screen for inhibitors: counterscreen for cytotoxicity; A549 ARE-Fluc cells, CellTiter-Fluor viability, 18-24 h; Potency, µM (titrated, usually from 46 µM), inactives show at the highest dose activity change, negative = cytotoxicity, actives largely listed as inhibitors; 390,000 tested, 0.16% active; note: potency is the fitted concentration of half-maximal effect; % is set by controls: 0 for no effect and ±100 for the full control effect
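Cytotoxicity counterscreen: CellTiter-Fluor fluorescence was measured in A549 ARE_Fluc cells after 18-24 h of compound exposure in a concentration series. The subsequent BugLite luminescent read reports ARE-luciferase activity.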
pAkt inh: HTS Assay for Inhibitors of Akt Phophorylation: Primary Screen; AID 651550, 2012; 360,000 tested, 0.32% active; Neuro2A IGF-stimulated pAkt S473 HTRF, 20 min; stronger effect = lower value; activity change, % for hits at 50 µM; in the data active = activity change below about -80%; inconclusive = mostly about -51% to -80%; note: % is set by controls: 0 for no effect and ±100 for the full control effect
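Neuro2A cells (4,500/well, DMEM with 0.5% FBS) were treated with compound at a single 50 µM final concentration, stimulated with 6 nM IGF for 20 min at 37 °C, and lysed. Phospho-Akt Ser473 was read by HTRF as 665/615 ratio ×10^4.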
EPAC2 ag: qHTS for Agonist of cAMP-regulated guanine nucleotide exchange factor 4 (EPAC2): primary screen | EPAC2 activation, biochemical qHTS; response scale: 100% = 6.5 mM cAMP response | Potency, µM (doses to about 154 µM), inactives show at the highest dose activation, usual class: activators | 360,000 tested, 0.079% active | AID 720711, 2013 | Rap guanine nucleotide exchange factor 4 (Homo sapiens), Q8WZA2; note: potency is the fitted concentration of half-maximal effect; nearly all actives have a fitted effect of over 50% in size
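Exchange assay: 100 nM EPAC2 with 250 nM Rap1B-BODIPY-GDP and 50 uM GDP. Fluorescence (ex 480/em 540 nm) read every 5 min for 30 min at room temperature. Data normalized to 6.5 mM cAMP as agonist control.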
Starred values were filed as active, the others as inactive; i = inactive; ? = inconclusive; nt = no result given; & = joins results of further samples; [ ] = dose if it differs, or a comment. Unless noted, calls come from the whole dose curve; as a rule, active = well fitted curve in the direction sought with a large enough effect; inconclusive = small, poorly fitted or top-dose-only effect, or another doubt; inactive = no such curve, though single readings can be large; an effect the other way counts as inactive or inconclusive. An excerpt, so the mix of outcomes need not match the whole.

SMILES	Nrf2 activator	Nrf2 inh	Mm-Cpn inhibitor	CCT chaperon mod	EPAC2 antag	TGFb SMAD3 inh	A549 viability	pAkt inh	EPAC2 ag
Cc1cccc(N(Cc2ccccc2)C(=O)CN2C(=O)NC3(CCCCC3C)C2=O)c1 (stereo not drawn)	-0.2%	-9%	-1%	-2.5	-17%	-2%	-2%	i	19%
CCC(=O)/C=C1/Sc2ccccc2N1CC	0.1%	nt	-6%	3.2	4%	-9%	-1%	i	4%
Cc1nn(C(C)C(=O)NCCCN2CCCCCC2)c(=O)c2cc3sccc3n12 (stereo not drawn)	0.2%	0%	-1%	1.4	7%	6%	0%	i	8%
Cc1cc(C)nc(SCCn2c(N(C)Cc3ccccc3)nc3c2c(=O)n(C)c(=O)n3C)n1	-0.2%	13%	1%	-6.1	0%	-12%	-3%	i	0%
CC1(C)Cc2c(c(N3CCOCC3)nc3snc(N)c23)CO1	13%	-22%	1%	-2.3	-5%	10µM*	4%	i	3%
COc1ccc(S(=O)(=O)Nc2ccc3c(c2)C(=O)N([C@H](C)CO)C[C@H](C)[C@@H](CN(C)Cc2ccncc2)OCCCC[C@@H](C)O3)cc1	2.6%	nt	nt	1.1	-4%	-3%	nt	i	6%
Cc1cc(=O)[nH]c(N/N=C/c2ccco2)n1	3.5%	8%	0%	-1.5	-8%	-3%	1%	i	0%
Cc1ccc(CCC(=O)Nc2cc(Cl)ccc2Cl)o1	8.1%	4%	-21%	0.4	5%	4%	-1%	i	-1%
O=C(N/N=C/c1ccccc1Cl)c1ccncc1	5.5%	?	-8%	-0.1	3%	10%	?	i	2%
O=C(Nc1cccnc1)c1ccc(Cl)c(S(=O)(=O)N2CCCCCC2)c1	2.2%	15µM*	0%	-2.4	-4%	?	-5%[1.84 µM]	i	10%
Cn1c(=O)c([N+](=O)[O-])c(-n2cnc3ccccc32)c2ccccc21	0.8%	?	0%	1.2	0%	13µM*	-2%	i	8%
COc1ccc(CCn2c(=N)c(C(=O)NCCN3CCOCC3)cc3c(=O)n4ccccc4nc32)cc1OC	0.3%	1%	1%	0.7	1%	6%	?	i	6%
O=C(CCOc1ccccc1F)N1CCN(c2ccccc2O)CC1	2.9%	0%	0%	0.8	-6%	-25%	-1%	i	4%
O=C(CNC(=O)N1CC(=O)Nc2ccccc21)Nc1ccccc1F	8.1%	10%	0%	1.0	2%	13%	7%	i	-4%
Brc1ccc(COn2ccnc2)cc1	-0.5%	-2%	-8%	-0.1	-8%	4%	9%	i	0%
CC(C)(C)c1csc(NC(=O)c2ccncc2)n1	3.3%	16µM*	-1%	-5.7	9%	-37%	-17%	i	2%
C/C(=N\OC(=O)C1CC1)C1CC1c1ccc(F)cc1 (stereo not drawn)	2.3%	-21%	-23%	2.2	-8%	-5%	3%	i	7%
Cc1ccc(Cn2c(CCNc3nc(-c4ccc(Cl)c([N+](=O)[O-])c4)cs3)nc3cc(Cl)c(Cl)cc32)cc1	5.0%	21%	nt	-1.0	25%	5%	-1%	i	-5%
COCCCNc1ccn2nc(-c3ccc(Cl)cc3)cc2n1	5.6%	nt	nt	0.1	-1%	-10%	nt	i	2%
O=C(O)CCCCCNC(=O)c1ccc(Br)cc1	0.0%	9%	0%	0.7	4%	-4%	-2%	i	0%

Brought forward from above: 2 compounds; new compounds follow.
SMILES	Nrf2 activator	Nrf2 inh	Mm-Cpn inhibitor	CCT chaperon mod	EPAC2 antag	TGFb SMAD3 inh	A549 viability	pAkt inh	EPAC2 ag
COCCCNc1ccn2nc(-c3ccc(Cl)cc3)cc2n1	5.6%	nt	nt	0.1	-1%	-10%	nt	i	2%
O=C(O)CCCCCNC(=O)c1ccc(Br)cc1	0.0%	9%	0%	0.7	4%	-4%	-2%	i	0%
COc1ccc(CNC(=O)CCc2c[nH]c3ccccc23)cc1	-0.3%	4%	4%	-1.4	-6%	3%	-12%	i	9%
O=C(O)c1ccc(CNCc2c(Cl)cccc2Cl)cc1	0.0%	-19%	-1%	-4.9	-1%	1%	1%	i	9%
Cc1cc2c(cc1C)C(c1cccc([N+](=O)[O-])c1)CC(=O)N2 (stereo not drawn)	2.2%	5%	0%	2.0	10%	-27%	5%	i	-4%
Cc1nc2scc(C)n2c(=O)c1S(=O)(=O)Nc1ccc(N2CCOCC2)c(Cl)c1	0.6%&0.8%	?	0%	-0.1	1%	14%&2%	3%&4%	i	3%
Cc1ccc(S(=O)(=O)NCc2nc3ccccc3c(=O)n2N)cc1	-0.8%	-33%	0%	2.0	6%	-23%	-8%	i	10%
Cc1cccc(C(=O)N2CCCC(N3CCN(c4cccc(Cl)c4)CC3)C2)n1 (stereo not drawn)	2.7%	0%	-1%	-0.7	5%	3%	0%	i	1%
COc1ccc(-c2nnc3n2CCCCC3)cc1OC	0.1%	5%	3%	-3.3	-16%	-8%	-1%	i	14%
Cc1ccc(SCC(=O)N(C)C2CCS(=O)(=O)C2)c(C)c1 (stereo not drawn)	0.0%	?	1%	-2.6	5%	-4%	1%	i	15%
COc1cccc2cc(C(=O)N3CCN(c4ccccn4)CC3)c(=O)oc12	0.8%	12%	1%	0.8	7%	0%	-8%	i	9%
COc1ccc(N2CCN(S(=O)(=O)c3ccc(OC)c(C(=O)N4CCOCC4)c3)CC2)cc1	-0.8%	1%	-1%	0.7	9%	-1%	2%	i	4%
Cc1ccc(-n2c(=O)c3ccc(C(=O)NCc4ccccc4Cl)cc3n(CC(=O)Nc3ccc(C)cc3C)c2=O)cc1	-0.8%	4%	nt	nt	nt	-4%	8%	nt	nt
Cc1ccc(C)c(S(=O)(=O)NCCOc2nc(NC(C)C)nc(NC(C)C)n2)c1	-0.1%	7%	-1%	1.5	-3%	-3%	-5%	i	8%
O=C(CCC1CCCCC1)NCCS(=O)(=O)N1CCN(c2ccccc2F)CC1	-0.4%	6%	-1%	-1.3	-4%	18%	10%	i	-6%
CC1(C)Cc2c(sc3nc(SCC(=O)O)[nH]c(=O)c23)CO1	-0.2%	-2%	-2%	-1.1	1%	-2%	-3%	i	1%
Cc1ccc(Nc2c(-c3ccccc3)nc3cnccn23)cc1	0.6%	16%	-16%	-0.8	-8%	-11%	3%	i	7%
Cn1c(=O)c2c(nc(NCCCO)n2Cc2cccc(Br)c2)n(C)c1=O	0.0%	?	0%	-1.2	-1%	-14%	nt	i	-2%
O=C(COC(=O)CN1CCSC1=O)Nc1ccc(F)cc1Cl	-0.1%	2%	3%	1.0	15%	2%	2%	i	0%
COc1ccccc1N1CCN(S(=O)(=O)c2ccc3[nH]c4c(c3c2)CCCC4)CC1	0.4%	23µM*	nt	nt	nt	?	-12%	nt	nt
CCCCN(C=O)c1c(CC)nc2ccc(C(=O)N3CCN(c4ccccc4)CC3)cn12	0.3%[9.22 µM]	nt	nt	-3.2	13%	6%	nt	i	1%
Cc1cccc(-c2cnn(-c3cccc([N+](=O)[O-])c3)c2N)c1	3.0%	4%	1%	-2.3	-5%	0%	-1%	i	24%
N#Cc1ccc(CSc2nnc(COc3ccccc3)n2-c2ccccc2)cc1	2.2%	?	0%	-2.0	0%	-1%	-9%	i	14%
Cc1ccccc1OCC(=O)Nc1ccc(Cc2ccncc2)cc1	0.1%	13µM*	2%	-2.4	-1%	-31%	5%	i	24%
COc1ccc(NC(=O)CCCSc2ccccc2)cc1	0.4%	8%	5%	-1.9	5%	5%	2%	i	-5%
CC1=NOC(=O)/C1=C/c1ccc2c(c1)OCO2	0.0%	8%	0%	1.7	8%	-12%	-2%	i	-1%
COc1ccc(CCNC(=O)COc2ncnc3cc([N+](=O)[O-])ccc23)cc1	-0.4%	-5%	2%	-1.3	0%	11%	1%	i	8%
Nc1ccc(C(=O)N/N=C/c2ccccc2)cc1	-0.1%	?	-2%	1.1	1%	15%	-7%	i	-1%
Cc1cc(NC(=O)COc2coc(CN3CCN(c4ccccc4F)CC3)cc2=O)no1	-0.1%	0%	-17%	-1.4	-5%	0%	2%	i	-2%
O=C(NCc1cc(F)cc(C(F)(F)F)c1)C1CCC(=O)N(C2CCCC2)C1 (stereo not drawn)	-0.2%	10%	0%	-3.1	-6%	12%	3%	i	-4%
COc1ccc(CCNC(=O)C(C)Sc2ccccc2)cc1OC (stereo not drawn)	0.2%	1%	-1%	-0.8	-7%	3%	4%	i	6%
CCOC(=O)c1cc(C)n(CCc2ccccc2)c1C	0.0%	2%	0%	0.2	-4%	2%	-13%	i	9%
CCCN1CCN(CCCNC(=S)Nc2ccc(F)cc2)CC1	0.3%	8%	2%	-2.6	1%	13%	-8%	i	6%
Cc1cc(C)cc(NC(=S)N(Cc2ccc(Br)cc2)Cc2ccc(C(=O)O)cc2)c1	1.9%	-21%	2%	0.3	-23%	-25%	-1%	i	-2%
CC(C)CC(=O)C1=C(O)C(=O)N(Cc2ccccc2)C1c1ccccc1 (stereo not drawn)	-1.0%	-4%	-2%	-3.4	0%	-2%	-6%	i	-6%
